# From PubChem BioAssay
# SDO1 yeast rescue: restores growth of sdo1-depleted yeast | S. cerevisiae sdo1-depleted JHY4D growth rescue, OD600 30 h; stronger effect = higher value; pdr5 snq2 efflux-pump mutant strain | z-score at 10 µM | hit rate 0.21% among 140,000 | AID 817;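 active means z-score above 3 at both the 24 hr and the 30 hr optical density reads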;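 further: z-score against mean and SD of all compound wells on the same plate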
# Insulin prom inh: TRM-6 insulin promoter activity inhibition. inhibition, % at 2 µM. AID 1273. hit rate 0.9% among 130,000. TRM-6 cells (human fetal islet line), insulin promoter-eGFP reporter, imaging; reporter expression induced with tamoxifen;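 active means inhibition above the mean plus 3 SD, with well images judged a real hit on visual review, cut at about 60% in these data, passing the limit was not always enough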
# SDO1 yeast rescue Rescue 24 h: further read-out of SDO1 yeast rescue, marked with its call; z-score; S. cerevisiae sdo1-depleted JHY4D growth rescue, OD600; measured here: growth rescue at 24 h;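 0 is the plate mean of compound wells and units are plate SD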
# * hit, by the source's call; nt = no result given.
SMILES,SDO1 yeast rescue,SDO1 yeast rescue Rescue 24 h,Insulin prom inh
Cc1ccc(/C=N/n2nnnc2N)cc1[N+](=O)[O-],0.84,0.03,nt
CC(=O)NC(CCS(C)(=O)=O)C(=O)Nc1ccc(Cl)c(Cl)c1 (stereo not drawn),1.06,0.81,-60.0
O=[N+]([O-])c1ccc(O)c(/C=N/Nc2ccc(Cl)nn2)c1,-0.12,0.7,nt
CCCCN1C(=O)/C(=C/C=C2/CC(C)(C)CN2C)SC1=S,-0.78,-0.76,-270.4
CC(=O)Nc1ccccc1OCC(=O)c1ccc2c(c1)OCO2,0.72,0.5,nt
CC(NC(=O)c1noc2c1CCCC2)c1ccccc1 (stereo not drawn),1.69,1.44,-20.0
CC(O)CNc1nc2ccccc2n1CC(=O)NCC(F)(F)F (stereo not drawn),nt,nt,-21.4
Cn1c(C(=O)NCCc2ccsc2)cc2c(=O)n(C)c3ccccc3c21,-0.84,0.7,nt
C=CCN1CCc2nc(N)sc2CC1,0.17,-0.22,-52.4
COc1cccc(NC(=O)CC2COc3ccccc3O2)c1 (stereo not drawn),1.38,2.09,-48.4
O=C1C2CCCCN2C(=O)N1CCCCN1CCN(c2ccc([N+](=O)[O-])cc2)CC1 (stereo not drawn),0.93,-0.03,-14.3
COc1ccc(OCCSc2nc3ccccc3n2CC(=O)O)cc1,-0.38,-1.34,2.7
O=C(NNS(=O)(=O)c1ccccc1F)c1cccc(S(=O)(=O)N2CCOCC2)c1,-0.71,-1.28,3.7
CCOC(=O)c1ccc(NC(=S)N(CCCN(CC)CC)Cc2ccco2)cc1,1.21,1.22,-62.5
COCCCNC(=O)c1ccc(N2CCOCC2)c(NS(=O)(=O)c2ccc(OC)cc2)c1,2.18,3.08,35.5
Cc1cc(N2CCOCC2)ccc1/C=C1\SC(=O)N(C(C)C)C1=O,-0.94,-0.86,nt
O=C(O)CN(c1ccc(F)cc1)S(=O)(=O)c1ccc2c(c1)OCCO2,-0.34,-0.96,nt
Cc1cc(Nc2ccccc2)n(CCOC(=O)COc2ccccc2)n1,-0.31,-1.2,nt
COc1ccc(-n2c(Cc3cccn3C)nnc2SCC(=O)Nc2ccccc2F)cc1,-1.88,-1.74,nt
O=C(NCc1ccccc1Cl)c1ccccc1Oc1ccccc1,-0.37,-0.97,nt
O=C(CSc1cn(Cc2ccccc2)c2ccccc12)N1CCOCC1,-0.09,0.1,nt
COc1ccccc1-c1noc(CCC(=O)Nc2cccc(C)c2)n1,-0.61,-0.31,50.0
COC(=O)c1c(NC(NC(=O)c2ccccc2)(C(F)(F)F)C(F)(F)F)sc2c1CCN(C)C2,1.87,1.88,18.8
CC(=O)Nc1coc2ccc(Br)cc12,1.19,1,-16.7
OC1CCCN(Cc2nc(Cc3ccccc3Cl)no2)C1 (stereo not drawn),nt,nt,4.3
# Next compounds:
SMILES,SDO1 yeast rescue,SDO1 yeast rescue Rescue 24 h,Insulin prom inh
CC(=O)C(Sc1nn(C)c(=S)s1)C(=O)Nc1ccccc1 (stereo not drawn),-0.08,0.68,nt
CCN(CC)C(=S)SCC(=O)c1ccccc1,-0.44,-0.72,-58.3
O=C(NC(=S)NCC1CCCO1)c1ccc(Cl)cc1Cl (stereo not drawn),0.48,0.59,-76.7
COc1cccc(C2NC(=S)NC3=C2CCc2ccccc23)c1 (stereo not drawn),-0.04,0.48,2.9
CCOc1ccccc1N1CCN(C(=O)/C=C/c2cccc([N+](=O)[O-])c2)CC1,-1.11,-0.86,14.3
Cc1ccc(N2C(=O)c3ccccc3NC2C(C)Cc2ccc3c(c2)OCO3)cc1 (stereo not drawn),-0.89,-0.42,6.9
O=C(NC1CCN(Cc2ccccc2)CC1)C1CCCN(S(=O)(=O)c2cccc3nonc23)C1 (stereo not drawn),0.87,0.61,-3.2
CCOC(=O)c1cccc(NC(=O)CN(c2ccc(C)cc2)S(=O)(=O)c2c(C)n[nH]c2C)c1,0.33,0.59,nt
COc1ccc(OCC(=O)NC(=S)Nc2ccc(S(=O)(=O)Nc3cc(OC)nc(OC)n3)cc2)cc1,2.71,0.75,-63.3
CC1(C)CC(=O)C2=C(C1)N(c1ccc(F)cc1)C(=O)CC2c1cccnc1 (stereo not drawn),0.76,3.05,nt
Cc1sc2nc(CN(C(=O)c3cccs3)C3CCCC3)[nH]c(=O)c2c1C,-0.69,-0.19,nt
CCc1ccc(NCCC(=O)c2ccc(Br)cc2)cc1,0.33,-0.24,37.9
CN(C)c1cccc(C(=O)OCC(=O)Nc2ccccc2Cl)c1,nt,nt,75.0*
CCOC(=O)N1CCN(c2c(N3CCC(N4CCCCC4)CC3)c(=O)c2=O)CC1,-0.29,-1.03,nt
Cc1cc(OCCCCCNCCO)ccc1Cl,-0.64,-1.14,10.5
CCOC(=O)N1CCN(C(=O)CSCc2ccccc2C)CC1,0.07,-0.14,42.3
Cc1ccccc1NC1=C/C(=N\S(=O)(=O)c2cccs2)c2ccccc2C1=O,-2.6,-1.5,-35.1
O=C(CSc1ncccn1)NC(=O)Nc1ccc2c(c1)OCCO2,nt,nt,26.7
Cc1ccc(C)c(NC(=O)CSc2nnc(CSc3nc(C)cc(C)n3)n2Cc2ccco2)c1,-0.07,0.43,nt
CC(=O)Nc1c(O)nc(SCC(=O)Nc2cccc(C)c2)[nH]c1=O,0.22,0.41,37.1
CCOC(=O)c1sc(N)c(C#N)c1CSc1nnc(C2CCCCC2)n1N,-0.41,0.41,nt
CCn1c(=O)c(C(=O)NCc2ccc(OC)cc2)c(O)c2ccccc21,-0.83,-1.2,-14.7
c1ccc(CNCC2COc3ccccc3O2)cc1 (stereo not drawn),0.37,0.7,-87.5
CCC(C)NC(=S)NNC(=O)c1ccncc1 (stereo not drawn),nt,nt,18.9
Cc1cc(NC(=O)c2ccc3c(c2)OCCO3)no1,1.47,1.69,-61.3
# The results go on.
SMILES,SDO1 yeast rescue,SDO1 yeast rescue Rescue 24 h,Insulin prom inh
CCn1c(N2CCN(C(=O)NC3CCCCC3)CC2)nc2ccccc21,-1.81,-1.82,37.5
CS(=O)(=O)N1CCC(C(=O)Nc2cccc([N+](=O)[O-])c2)CC1,nt,nt,17.6
C=C(C)c1cccc(C(C)(C)NC(=O)N2CCN(c3ccccc3OC)CC2)c1,-0.38,-0.32,7.7
Cn1c(=O)[nH]c(=O)c2c1nc(Br)n2CCCO,0.66,1.08,-15.4
COc1ccc(NC(=S)N2CCC(N(C)CCN3CCOCC3)CC2)cc1,0.95,0.35,-13.9
c1ccc2c(N3CCCCC3)nc(N3CCCCC3)nc2c1,0.69,0.03,50.0
Cc1nn(Cc2ccccc2)c(Cl)c1C(=O)OCc1nnc(-c2ccc(Cl)cc2)o1,-0.31,0.34,nt
O=C(CSc1nc2c(cnn2-c2ccc(F)cc2)c(=O)[nH]1)N1CCCCCC1,0.65,1.46,nt
Nc1nnc(SCn2nnc3ccccc3c2=O)s1,nt,nt,-25.0
Cc1nn(-c2ccccc2)c2c1C1(C(=O)N(C)c3ccccc31)C(C#N)=C(N)O2 (stereo not drawn),-0.31,-0.05,17.5
Clc1ccc(-c2cn3cc(Br)ccc3n2)cc1Cl,-0.92,0.32,-6.1
CCCCC(=O)NC(=S)Nc1cccc(Cl)c1N1CCCCC1,-0.17,0.35,nt
Cc1cccc(CCNC(=O)c2nnc(Cc3ccc(Cl)cc3)o2)c1,0.19,0.64,-55.0
Cc1ccc(-c2nnn(CC(=O)N3c4ccccc4CCc4ccccc43)n2)cc1,-0.36,-0.14,13.3
Cc1cccc(-n2c(C)cc(/C=N/NC(=O)c3ccc(CN4CCOCC4)cc3)c2C)c1,0.66,0.4,nt
COc1ccc(-c2nc3ccccc3c(C(=O)Nc3ccc(S(=O)(=O)Nc4cc(C)on4)cc3)c2C)cc1,0.81,-0.12,37.1
COc1ccc(Br)cc1C1Nc2ccccc2C(=O)N1NC(=O)c1ccncc1 (stereo not drawn),1.34,0.66,nt
O=C1CCCc2ccccc2N1Cc1cccc(F)c1,nt,nt,26.7
CCSc1nnc(NC(=O)C(C(F)(F)F)C(F)(F)F)s1,1.5,0.97,nt
Cc1cccc(NC(=O)CSc2nc3ccccc3o2)c1,-0.48,-0.51,3.6
COc1ccccc1NC(=O)c1cc(Sc2nncn2C)nc2ccccc12,0.73,1.72,nt
COc1ccc2c(Cl)c(C(=O)N/N=C/c3ccc4c(c3)OCO4)sc2c1,-1.31,-0.29,nt
CSc1cccc(NC(=O)COc2ccccc2)c1,1.58,2.08,0.0
CCc1nc2ccccc2n1CC(=O)N(C(C)CC)C1CCS(=O)(=O)C1 (stereo not drawn),0.06,-0.68,nt
c1ccc(CCNc2nnnn2-c2ccccc2)cc1,0.04,-0.1,11.8

# 4 compounds already listed, ordered by their value in SDO1 yeast rescue Rescue 24 h, high to low:
SMILES,SDO1 yeast rescue,SDO1 yeast rescue Rescue 24 h,Insulin prom inh
COc1ccc(Br)cc1C1Nc2ccccc2C(=O)N1NC(=O)c1ccncc1 (stereo not drawn),1.34,0.66,nt
Cc1nn(Cc2ccccc2)c(Cl)c1C(=O)OCc1nnc(-c2ccc(Cl)cc2)o1,-0.31,0.34,nt
Cc1cccc(NC(=O)CSc2nc3ccccc3o2)c1,-0.48,-0.51,3.6
CCn1c(N2CCN(C(=O)NC3CCCCC3)CC2)nc2ccccc21,-1.81,-1.82,37.5

# (more compounds)
SMILES,SDO1 yeast rescue,SDO1 yeast rescue Rescue 24 h,Insulin prom inh
Cn1c(=O)[nH]c(=O)c2c1nc(N1CCCCCC1)n2CCCSc1nnnn1-c1ccccc1,-0.75,-0.68,15.4
Nc1c(C(=O)Nc2ccc(Cl)cc2)oc2ccccc12,-2.08,-1.81,nt
CC1CCCN(C2=NC(=O)/C(=C/c3cn(-c4ccccc4)nc3-c3cccc(S(=O)(=O)N(C)C)c3)S2)C1 (stereo not drawn),0.12,2.03,nt
CN(C)S(=O)(=O)c1cccc(C(=O)Nc2ccccc2Cl)c1,1.36,1.83,58.1
COc1cc(/C=N\NC(=O)CC(=O)NCCc2ccccc2)ccc1O,nt,nt,35.7
O=C(CSCc1nc2ccccc2[nH]1)N1CCN(c2ccc(F)cc2)CC1,-0.23,-0.03,nt
CCOC(=O)N1CCN(S(=O)(=O)c2ccc(C)c(C)c2)CC1,1.19,1.27,23.8
O=c1c2ccccc2nc(N/N=C/c2c(O)ccc3ccccc23)n1O,-0.35,0.61,6.8
CCOC(=O)c1c(-c2ccc(OC)cc2)csc1NC(=O)CCN1C(=O)c2ccccc2C1=O,-1.09,-0.98,34.9
O=C(COc1ccc([N+](=O)[O-])cc1)N/N=C/c1ccccn1,-0.58,-1.04,nt
O=P(O)(O)CP(=O)(O)O,-0.61,-1.04,9.1
CO/N=C\CC(=O)Nc1ccc(F)cc1,1.11,0.65,22.2
O=C(CNc1c(Br)cc(Br)cc1Br)NN=C1CCCCC1,0.39,0.16,-25.8
NC(=O)C1(NC(=O)[C@@H]2CC3(CC(c4cccc(NC(=O)[C@@H]5CCC(=O)N5)c4)=NO3)CN2C(=O)c2ccccc2)CC1 (stereo partly drawn),0.37,1.31,nt
Cc1ccc(NC(=O)CSc2nnc3n2CCCCC3)cc1,1.8,2.34,nt
CC(C)Cn1c(N)c(C(=O)COC(=O)C2CCCCC2)c(=O)n(C)c1=O,-0.46,-0.89,-29.0
COc1ccc(C(C(=O)NC2CCCC2)N(C(=O)c2ccoc2C)c2ccccc2)cc1 (stereo not drawn),-0.19,-0.19,-16.1
CCOc1ccc(C(=O)N(Cc2ccc(N(C)C)cc2)C2CCS(=O)(=O)C2)cc1 (stereo not drawn),0.68,0.53,41.4
Cc1cc(C)c(S(N)(=O)=O)c(C)c1-n1cnnn1,1.42,2.56,27.3
COc1ccc(-c2nnc3n2N=C(c2cccc(Br)c2)CS3)cc1OC,2.51,4.8,nt
O=C1CC(SC(=Nc2ccccc2)Nc2ccccc2)C(=O)N1c1cccc(Cl)c1 (stereo not drawn),-1.22,-0.72,33.3
COc1ccccc1C(=O)Nc1ccc2nc(SCC(=O)N(C)C)sc2c1,0.15,-0.16,25.0
CCOc1ccc(NC(=O)CN2C(=O)NC(CCSC)C2=O)cc1 (stereo not drawn),nt,nt,-18.2
COc1cccc(C(C(=O)NCc2ccco2)N(Cc2ccco2)C(=O)Cn2nnc3ccccc32)c1 (stereo not drawn),0.94,0.23,-18.9
O=C(CSc1ccc(-c2ccco2)nn1)c1ccccc1,0.14,-0.45,nt
# Further compounds
SMILES,SDO1 yeast rescue,SDO1 yeast rescue Rescue 24 h,Insulin prom inh
CCCNC(=O)Cc1c(OC)ccc2cc(Br)ccc12,-0.98,-1.02,-7.7
O=C(Nc1ccc(-c2nc3ccccc3[nH]2)cc1)c1c(F)c(F)c(F)c(F)c1F,nt,nt,-30.0
CC(=O)C1=C(C)NC(SCC(=O)c2ccc(F)cc2)=C(C#N)C1CC(C)C (stereo not drawn),-0.6,-1.17,50.0
CCNc1sc(C(=O)c2cccs2)c(N)c1-c1nc2ccccc2s1,-1.78,1.23,nt
COc1cccc(C(=O)N2CCN(C3CCN(Cc4ccccc4)CC3)CC2)c1,0.3,-0.11,nt
O=c1c2ccccc2[nH]c(=S)n1Cc1cccnc1,-0.25,-0.69,52.2
O=C(NC(O)C(=O)c1ccccc1)c1cccs1 (stereo not drawn),2.23,3.54,nt
Cc1ccc(NC2c3ncccc3C(=O)N2Cc2ccco2)c(C)c1 (stereo not drawn),nt,nt,5.0

# Not all compounds are listed (hit frequency here may not be typical).
